S1P4 agonist = agonists of human S1P4 receptor | activation, % at 4.98 µM | 0.35% of 220,000 active | S1P4-expressing cell line, agonist reporter assay; in the data active = activation above about 11%;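 also: 0% = DMSO vehicle and 100% = reference agonist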
S1P4 antag = human S1P4 receptor antagonism; 0.26% of 220,000 active; S1P4-expressing cells, antagonist mode, reporter read-out; inhibition, % at 4.98 µM; O95977; in the data active = inhibition above about 29%;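 also: 0% = wells stimulated with agonist and 100% = vehicle wells without agonist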
NPY-Y2 PAM-ag = potentiators or agonists of human neuropeptide Y receptor Y2. P49146. cells expressing NPY-Y2, potentiator/agonist read-out. activation, % at 3.6 µM. 0.45% of 220,000 active; in the data active = activation above about 27%;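 also: cells stimulated with NPY near EC25 plus isoproterenol at EC100; 0% = vehicle plus submaximal agonist and 100% = vehicle plus saturating agonist; some results beyond the cut were filed as inactive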
Target sequence (P49146 whole entry, looked up): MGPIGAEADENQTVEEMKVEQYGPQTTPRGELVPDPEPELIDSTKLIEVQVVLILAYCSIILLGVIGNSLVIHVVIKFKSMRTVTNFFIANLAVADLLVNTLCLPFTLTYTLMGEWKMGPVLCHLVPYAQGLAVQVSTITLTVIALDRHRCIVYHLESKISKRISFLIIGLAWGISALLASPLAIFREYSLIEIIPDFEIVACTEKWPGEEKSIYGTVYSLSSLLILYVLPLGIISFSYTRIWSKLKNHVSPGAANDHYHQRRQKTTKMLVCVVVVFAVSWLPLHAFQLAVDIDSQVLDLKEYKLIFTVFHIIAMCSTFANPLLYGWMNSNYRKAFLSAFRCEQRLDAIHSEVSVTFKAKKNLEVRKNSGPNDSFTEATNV
NCF1 inh = p47phox (human) inhibition; P14598; p47phox/p22phox peptide binding, fluorescence polarization, 2 h; inhibition, % at 24.7 µM; 0.53% of 220,000 active; AID 1274;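 active = inhibition above about 30%, limit read from the data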;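 also: 0% = p47phox with labelled peptide and 100% = labelled peptide alone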
Target sequence (P14598 whole entry, looked up): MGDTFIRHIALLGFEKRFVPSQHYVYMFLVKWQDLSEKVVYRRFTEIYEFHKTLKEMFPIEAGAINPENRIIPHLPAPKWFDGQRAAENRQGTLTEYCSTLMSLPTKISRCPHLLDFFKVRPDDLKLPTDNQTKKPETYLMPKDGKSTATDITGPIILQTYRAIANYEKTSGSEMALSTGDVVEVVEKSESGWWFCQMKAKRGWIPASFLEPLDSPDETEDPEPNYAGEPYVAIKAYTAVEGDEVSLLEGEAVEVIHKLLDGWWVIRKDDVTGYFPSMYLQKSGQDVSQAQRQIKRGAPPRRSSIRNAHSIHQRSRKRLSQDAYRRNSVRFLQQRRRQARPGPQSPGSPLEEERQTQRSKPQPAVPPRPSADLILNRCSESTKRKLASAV
BaF3 tox = reduces parental Ba/F3 cell viability, JAK2V617F counter-screen; AID 1486; inhibition, % at 5.6 µM; 1.1% of 220,000 active; CellTiter-Glo ATP luminescence;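 active = inhibition above a per-campaign cutoff, the mean inhibition of all tested compounds plus 3 SD, cut at about 27% in these data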;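 also: 0% = DMSO wells and 100% = JAK Inhibitor I control wells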
NPY1 pot ag = potentiators or agonists of human neuropeptide Y receptor Y1; P25929; NPY-Y1 expressing cells, potentiator/agonist activation; activation, % at 3.6 µM; 0.37% of 220,000 active; AID 1304; in the data active = activation above about 33%, passing the limit was not always enough;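 also: cells stimulated with NPY at EC10 then isoproterenol at EC100; 0% = low agonist plus stimulus and 100% = saturating agonist plus stimulus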
CHOP inhibitor = blocks CHOP induction under ER stress; CHO-K1 CHOP-promoter luciferase, tunicamycin-induced, 15-18 h; inhibition, % at 10 µM; 3.8% of 220,000 active; AID 2732;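 active = compounds that reduced the stress-induced luciferase reporter signal by more than about 70% of percent inhibition, limit read from the data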;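 also: 0% = tunicamycin plus vehicle and 100% = wells without tunicamycin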
Ba/F3 V617F tox = loss of viability in JAK2V617F-driven Ba/F3 cells. Ba/F3 EpoR-JAK2V617F viability, ATP luminescence. inhibition, % at 5.6 µM. 1.1% of 220,000 active;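 active = inhibition above the campaign mean plus 3 SD over all tested compounds, cut at about 24% in these data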;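 also: cytokine-independent growth of Ba/F3 cells driven by EpoR plus mutant JAK2; 0% = DMSO-treated cells and 100% = JAK inhibitor I control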
NPY Y1 blocker = antagonists of human neuropeptide Y receptor Y1 | P25929 | HEK293-CNG Y1 cells, membrane potential fluorescence; NPY at EC95, then isoproterenol | inhibition, % at 3.6 µM | 1% of 200,000 active;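 active = inhibition above the campaign mean inhibition of all tested compounds plus 3 SD, cut at about 20% in these data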;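 also: 0% = DMSO wells given NPY plus isoproterenol and 100% = isoproterenol alone without NPY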
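Material: HEK293 Y1/CNG channel cell line; also added: NPY (25 nM), isoproterenol (1 µM), Ro 20-1724 (25 µM); doses: one concentration, 3.6 µM, in 0.4% DMSO; schedule: compound incubation 1 h at room temperature, readout 45 min post-stimulation; technique: membrane potential fluorescence; measure: fluorescence ratio normalized to % inhibition between controls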
The depositor's hits bear a star; . = not tested or not shown. Compounds were not picked by outcome, and some 7.1% of all compounds hit somewhere here.

| no. | molecule | CHOP inhibitor | NPY Y1 blocker | Ba/F3 V617F tox | BaF3 tox | NPY1 pot ag | S1P4 agonist | S1P4 antag | NCF1 inh | NPY-Y2 PAM-ag |
| --- | --- | --- | --- | --- | --- | --- | --- | --- | --- | --- |
| 1 | O=C(CN1CCN(c2nc(-c3ccc(Cl)cc3)cs2)CC1)NCc1ccco1 | 39.4 | -6.1 | -1.1 | 0.9 | 10.4 | 1.8 | -10.8 | -33.6 | 11.7 |
| 2 | NCCc1c(-c2ccccc2)n(-c2ccccc2)c2ccccc12 | -9.2 | 18.9 | 2.4 | 1.1 | 5.1 | 0.4 | -2.5 | -18.9 | 0.3 |
| 3 | COC(=O)c1ccc(NC(C(=O)OC)C(C)C)c([N+](=O)[O-])c1 (stereo not given) | 31.8 | 0.7 | -1.7 | 8.1 | -16.1 | 0.9 | -14.2 | -5.1 | -1.2 |
| 4 | CCOc1ccccc1C(=O)N[C@H](C(=O)NCc1ccccc1)C(C)C | -17.4 | 2.8 | -0.6 | -0.5 | -1.1 | 0.1 | -13.6 | 6.3 | 4.9 |
| 5 | Cc1nn(Cc2ccccc2)c(C)c1/C=N/NC(=O)c1cccnc1 | 15.2 | 1.1 | 0.7 | 8.9 | -2.2 | 6.0 | -3.4 | 2.4 | -4.3 |
| 6 | Cc1ccc(NC(=O)CSc2nnc(-c3cnccn3)n2-c2ccccc2)cc1 | 48.2 | 0.2 | -2.7 | -2.5 | -4.2 | 0.4 | -16.1 | -5.5 | -9.7 |
| 7 | COc1ccc(CCNC(=O)CC2SC(=NCc3ccccc3)NC2=O)cc1 (stereo not given) | 8.2 | -0.9 | 2.6 | -1.2 | 5.6 | -1.7 | -13.8 | 6.5 | 6.7 |
| 8 | C[C@]12CC[C@@H]3c4ccc(OS(=O)(=O)O)cc4CC[C@H]3[C@@H]1CCC2=O | 0.6 | -1.6 | -2.3 | 1.8 | -4.7 | 0.8 | -19.3 | 4.7 | -0.1 |
| 9 | CC(=O)Oc1ccc(OC(C)=O)c(SCCCCCN2CCOCC2)c1 | -220.3 | 6.1 | -2.1 | -0.3 | 4.8 | -0.3 | 1.0 | 2.7 | 19.0 |
| 10 | O=C(CCN1CCCCC1)N/N=C/c1c[nH]c2ccccc12 | -10.2 | . | -5.5 | 1.2 | 8.5 | -0.2 | -9.7 | -0.1 | -10.2 |
| 11 | Cn1cnnc1SCCC(=O)Nc1ccccc1 | -28.7 | 2.3 | 1.5 | 3.1 | -8.0 | -0.1 | -7.7 | -3.4 | -7.1 |
| 12 | COc1ccc(C(=O)N2CCC(C(=O)Nc3ccc4c(c3)OCO4)CC2)cc1 | 19.2 | 12.1 | 0.5 | 5.0 | -10.5 | 4.4 | -24.7 | -9.2 | -11.7 |
| 13 | c1nnc(-c2ccc3c(c2)OCO3)o1 | 13.7 | 6.0 | 2.4 | 4.5 | -33.4 | -0.7 | -8.5 | 3.5 | -11.8 |
| 14 | COc1ccc(C(=O)OCC(=O)NCC2CCCO2)cc1 (stereo not given) | -9.5 | -1.1 | -3.5 | 0.9 | -4.1 | 1.5 | -17.1 | -4.1 | -5.6 |
| 15 | C=CCn1c(Cc2c[nH]c3ccccc23)nnc1SCC(=O)NCc1ccccc1 | -7.8 | 2.1 | 0.1 | 2.0 | 11.6 | -0.1 | -4.3 | -5.8 | 15.8 |
| 16 | c1ccc(-c2nnc(SCc3nnc(-c4cccs4)o3)o2)cc1 | 24.0 | 13.7 | 4.8 | 5.2 | -16.5 | -0.3 | 13.2 | -23.2 | -23.4 |
| 17 | Nc1ccnn1Cc1cccs1 | 15.9 | 9.0 | 4.7 | 10.0 | 12.3 | -0.2 | 13.2 | -11.1 | -5.5 |
| 18 | CC(=O)Nc1ccc(NC(=O)C(C)OC(=O)c2ccccc2Sc2ccccc2C#N)cc1 (stereo not given) | 10.6 | -2.0 | 2.1 | 7.8 | -13.8 | 1.0 | -6.2 | -34.7 | 12.0 |
| 19 | CCn1cc(C2=NCCO2)c2ccccc21 | 10.2 | 7.1 | -2.1 | 6.7 | 1.4 | -0.6 | 2.3 | -3.8 | -7.9 |
| 20 | NC(=O)c1ccc(NC(=O)COC(=O)/C=C/c2ccc3c(c2)OCO3)cc1 | 0.0 | . | 5.3 | 0.9 | -49.7 | -1.2 | 7.4 | -14.6 | -8.7 |
| 21 | O=C(NC1CCCC1)c1cc(Cl)ccc1[N+](=O)[O-] | -10.4 | -1.2 | 3.3 | 8.1 | 1.8 | 0.7 | -21.2 | -5.6 | -0.7 |
| 22 | c1ccc(C2=Nc3ccccc3OC2)cc1 | 16.1 | -5.6 | -2.0 | 8.4 | -6.8 | -4.9 | 1.8 | -4.9 | -7.0 |
| 23 | CCOC(=O)CN(C(=O)CSc1nnc(CNc2ccc(C)cc2C)n1CC)c1ccccc1 | 14.4 | 5.8 | -3.9 | 0.4 | 19.1 | -3.0 | -5.2 | 10.6 | 17.4 |
| 24 | Cc1nc2ccc(NC(=O)c3ccc([N+](=O)[O-])cc3[N+](=O)[O-])cc2s1 | -8.4 | -0.4 | -0.3 | 5.7 | -4.4 | -0.8 | -13.4 | 3.0 | 9.0 |
| 25 | Fc1ccc(-n2cc(CNCCc3ccccn3)c(-c3ccccc3Cl)n2)cc1 | 8.1 | 4.5 | 0.0 | 5.0 | -3.3 | 0.2 | 12.2 | 8.9 | 0.7 |

Reformatted with two lines to a compound: 8 of the compounds above.
Values run as follows: CHOP inhibitor | NPY Y1 blocker | Ba/F3 V617F tox | BaF3 tox | NPY1 pot ag | S1P4 agonist | S1P4 antag | NCF1 inh | NPY-Y2 PAM-ag
18) CC(=O)Nc1ccc(NC(=O)C(C)OC(=O)c2ccccc2Sc2ccccc2C#N)cc1 (stereo not given)
→ 10.6 | -2.0 | 2.1 | 7.8 | -13.8 | 1.0 | -6.2 | -34.7 | 12.0
19) CCn1cc(C2=NCCO2)c2ccccc21
→ 10.2 | 7.1 | -2.1 | 6.7 | 1.4 | -0.6 | 2.3 | -3.8 | -7.9
20) NC(=O)c1ccc(NC(=O)COC(=O)/C=C/c2ccc3c(c2)OCO3)cc1
→ 0.0 | . | 5.3 | 0.9 | -49.7 | -1.2 | 7.4 | -14.6 | -8.7
21) O=C(NC1CCCC1)c1cc(Cl)ccc1[N+](=O)[O-]
→ -10.4 | -1.2 | 3.3 | 8.1 | 1.8 | 0.7 | -21.2 | -5.6 | -0.7
22) c1ccc(C2=Nc3ccccc3OC2)cc1
→ 16.1 | -5.6 | -2.0 | 8.4 | -6.8 | -4.9 | 1.8 | -4.9 | -7.0
23) CCOC(=O)CN(C(=O)CSc1nnc(CNc2ccc(C)cc2C)n1CC)c1ccccc1
→ 14.4 | 5.8 | -3.9 | 0.4 | 19.1 | -3.0 | -5.2 | 10.6 | 17.4
24) Cc1nc2ccc(NC(=O)c3ccc([N+](=O)[O-])cc3[N+](=O)[O-])cc2s1
→ -8.4 | -0.4 | -0.3 | 5.7 | -4.4 | -0.8 | -13.4 | 3.0 | 9.0
25) Fc1ccc(-n2cc(CNCCc3ccccn3)c(-c3ccccc3Cl)n2)cc1
→ 8.1 | 4.5 | 0.0 | 5.0 | -3.3 | 0.2 | 12.2 | 8.9 | 0.7

Screens as filed in PubChem BioAssay.
